Screening results: PubChem, Sanford-Burnham Center for Chemical Genomics
697 NFkB inh = lowers PMA/ionomycin-induced NF-kB signal in 697 B cells | inhibition, % at 4 µM | 0.33% of 330,000 active | 697 B-cell NF-kB luciferase reporter, 16 h | AID 435022; in the data active = inhibition above about 35%
EBI2 antag = blocks human EBI2 receptor beta-arrestin signaling. P32249. EBI2 beta-arrestin recruitment, luminescence, 7a,25-OHC stimulated. inhibition, % at 5 µM. 0.81% of 360,000 active; in the data active = inhibition above about 38%;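 also: enzyme fragment complementation signal reports receptor beta-arrestin coupling in cells; 0% = agonist plus DMSO wells and 100% = wells without agonist; some results beyond the cut were filed as inactive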
CXCR6 block = blocks human CXCR6 beta-arrestin recruitment; CHO-K1 PathHunter CXCR6 beta-arrestin, luminescence; inhibition, % at 20 µM; AID 602244; O00574; 0.36% of 360,000 active; in the data active = inhibition above about 34%, passing the limit was not always enough;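 also: antagonist mode with CXCL16 agonist at 10 nM final; 0% = 10 nM CXCL16 with DMSO and 100% = unstimulated wells without agonist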
Target sequence (O00574 whole entry, looked up): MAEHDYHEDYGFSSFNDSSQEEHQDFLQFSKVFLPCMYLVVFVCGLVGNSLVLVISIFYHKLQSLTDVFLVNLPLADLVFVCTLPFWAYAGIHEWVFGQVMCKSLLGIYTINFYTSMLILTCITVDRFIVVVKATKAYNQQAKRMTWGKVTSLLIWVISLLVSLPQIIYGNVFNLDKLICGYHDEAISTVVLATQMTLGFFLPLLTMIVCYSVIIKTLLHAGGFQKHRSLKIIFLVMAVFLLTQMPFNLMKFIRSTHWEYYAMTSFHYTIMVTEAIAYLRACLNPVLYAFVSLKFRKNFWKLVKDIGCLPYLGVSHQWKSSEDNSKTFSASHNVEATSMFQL
APJ antag = blocks the human apelin receptor APJ; CHO-K1 APJ beta-arrestin complementation, luminescence; inhibition, % at 20 µM; AID 2521; 0.32% of 330,000 active; P35414;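 active = inhibition above about 40% at 20 µM, limit read from the data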;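 also: cells challenged with 10 nM apelin-13 agonist together with compound; plate controls were apelin-13 plus DMSO wells for no effect and DMSO wells lacking apelin-13 for full effect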
Gli-Sufu antag = antagonists of Gli-Sufu signaling; Sufu-KO-LIGHT fibroblasts, Gli luciferase reporter luminescence; inhibition, % at 5 µM; 0.74% of 340,000 active; AID 588413;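 active = inhibition above about 55%, limit read from the data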;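 also: 0% = DMSO-treated cells and 100% = wells with medium but no cells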
UBC13 inh = inhibitors of human UBC13 polyubiquitin chain formation | P61088 | TR-FRET | inhibition, % at 20 µM | 0.47% of 330,000 active | AID 485273; in the data active = inhibition above about 45%, passing the limit was not always enough
Target sequence (P61088 whole entry, looked up): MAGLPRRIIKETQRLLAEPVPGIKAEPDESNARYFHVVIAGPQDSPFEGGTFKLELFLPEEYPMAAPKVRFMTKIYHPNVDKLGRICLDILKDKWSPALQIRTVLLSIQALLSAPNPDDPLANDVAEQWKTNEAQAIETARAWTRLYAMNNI
CCR6 antag = antagonists of human CCR6 receptor. 0.49% of 340,000 active. inhibition, % at 20 µM. CHO-K1 CCR6 PathHunter beta-arrestin, luminescence, CCL20-stimulated. AID 493098;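 active = compounds whose inhibition of the agonist-driven luminescence signal at 20 µM reaches about 50%, limit read from the data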;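 also: cells stimulated with CCL20 at 14 nM final; plate controls were DMSO with CCL20 for no effect and DMSO without agonist for full effect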
Target sequence (P51684 whole entry, looked up): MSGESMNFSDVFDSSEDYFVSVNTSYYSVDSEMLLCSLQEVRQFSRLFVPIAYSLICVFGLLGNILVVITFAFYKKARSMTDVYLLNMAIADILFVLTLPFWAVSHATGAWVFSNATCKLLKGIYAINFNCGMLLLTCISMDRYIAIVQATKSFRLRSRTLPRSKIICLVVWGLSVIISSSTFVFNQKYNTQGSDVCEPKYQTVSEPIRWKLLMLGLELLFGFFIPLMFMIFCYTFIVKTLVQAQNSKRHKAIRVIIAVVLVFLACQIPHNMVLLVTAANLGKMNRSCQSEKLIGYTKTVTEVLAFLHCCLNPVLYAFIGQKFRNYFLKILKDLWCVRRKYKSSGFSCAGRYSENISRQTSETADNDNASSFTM
Jurkat NFkB inh = inhibitors of the PMA/ionomycin-induced NF-kB reporter in Jurkat cells | inhibition, % at 4 µM | 0.53% of 330,000 active | AID 435003 | PMA/ionomycin-induced NF-kB luciferase reporter, luminescence; in the data active = inhibition above about 50%
* = called active by the depositor.

item | Compound | 697 NFkB inh | EBI2 antag | CXCR6 block | APJ antag
1 | O=C(NC1CCN(Cc2ccccc2)CC1)c1c(Cl)cccc1Cl | -3 | 2 | -2 | -19
2 | Cn1c(=O)c2c(nc(Br)n2CCSc2ncccn2)n(C)c1=O | 11 | -7 | -7 | 14
3 | CC(=O)N1c2c(cc(Br)cc2S(=O)(=O)N2CCN(c3ccccc3F)CC2)CC1C (stereo unspecified) | -17 | 7 | 0 | 11
4 | Brc1ccc(/C=N/N2CCN(C3c4ccccc4-c4ccccc43)CC2)s1 | -5 | 6 | -11 | 28
5 | N#Cc1cc(NC2CCCC2)c([N+](=O)[O-])cc1C#N | -34 | -6 | -7 | -79
6 | O=C(CN(C1CCCCC1)C1CCCCC1)N1CCc2ccccc2C1 | 3 | -6 | -3 | 26
7 | CC(C)N(C(=O)CSc1ccc(S(=O)(=O)N2CCCCC2)cn1)C(C)C | 10 | 2 | -1 | -15
8 | Cc1cccc(-c2nnc(SCc3cc(=O)[nH]c4ccccc34)n2C)c1 | 23 | 2 | 2 | 7
9 | CC1(c2nnc(-c3ccncc3)o2)CC(c2ccc(Cl)cc2)=NO1 (stereo unspecified) | -25 | -14 | -6 | -52
10 | CN(c1cccc(NC(=O)CN(c2cccc(F)c2)S(C)(=O)=O)c1)S(C)(=O)=O | -31 | 12 | 0 | 22

item | Gli-Sufu antag | UBC13 inh | CCR6 antag | Jurkat NFkB inh
1 | 7 | 0 | 1 | -10
2 | -45 | 0 | 5 | 7
3 | -1 | 3 | 6 | 4
4 | 4 | -7 | 8 | 12
5 | 4 | -45 | -8 | -3
6 | 8 | 15 | -4 | 7
7 | 2 | 6 | 5 | 14
8 | -14 | -5 | 2 | 17
9 | 14 | 7 | 0 | 25
10 | -3 | -9 | 1 | -4

Next section:
item | Compound | 697 NFkB inh | EBI2 antag | CXCR6 block | APJ antag
11 | CC1CCN(C(=O)CN(Cc2ccccc2)S(C)(=O)=O)CC1 | -3 | -5 | 0 | 4
12 | O=C(COC(=O)[C@@H]1CCCN1C(=O)c1cccs1)Nc1ccc(F)cc1[N+](=O)[O-] | 19 | 10 | -12 | -34
13 | Cc1cc(C(F)(F)F)n(-c2nc(C(=O)NNS(=O)(=O)c3ccccc3[N+](=O)[O-])cs2)n1 | 16 | -5 | 0 | -5
14 | CCCCc1c(O)nc(SCC(=O)N2CCCCCC2)[nH]c1=O | 2 | -8 | 2 | -27
15 | O=S(=O)(Nc1ccc2c(c1)nc1n2CCOC1)c1ccccc1 | 7 | -2 | -2 | 0
16 | O=C(Nc1ccccc1Cl)C1CCCN1C(=O)OCc1ccccc1 (stereo unspecified) | 7 | -6 | 7 | 15
17 | Cc1ccc(OCn2c(=O)sc3ccccc32)cc1 | -31 | 17 | -2 | 25
18 | C#CCOCCOCCOCCNc1nc(N2CCN(C(=O)[C@H](CCCCN)n3cc(CCCC)nn3)CC2)nc(N2CCN(C(=O)[C@H](CCCCN)n3cc(CCC(=O)O)nn3)CC2)n1 | 7 | 1 | -2 | -14
19 | CSc1ccc(S(=O)(=O)NCC(=O)OCC(=O)NCc2ccco2)cc1[N+](=O)[O-] | -1 | 5 | -4 | 10
20 | CCN1CCN(c2nc3c(C)cccn3c(=O)c2C=C(C#N)C#N)CC1 | -13 | 5 | 2 | -4

item | Gli-Sufu antag | UBC13 inh | CCR6 antag | Jurkat NFkB inh
11 | -5 | 6 | 11 | -9
12 | 0 | 3 | 5 | -16
13 | -1 | -6 | 0 | -4
14 | -17 | 1 | -3 | -2
15 | -15 | 3 | 5 | -5
16 | -2 | 6 | 29 | -6
17 | -31 | 12 | 22 | -44
18 | -1 | 10 | 3 | 15
19 | 1 | -1 | -1 | -5
20 | 12 | -9 | 5 | 0

More compounds follow.
item | Compound | 697 NFkB inh | EBI2 antag | CXCR6 block | APJ antag
21 | O=C(Nc1ccccc1N1CCOCC1)c1ccc(Cl)c(S(=O)(=O)N2CCCC2)c1 | 2 | -9 | 1 | 14
22 | Cc1cc(-c2ccccc2)nc(N(C)N)c1S(C)(=O)=O | -10 | 0 | -13 | -1
23 | Cc1nc2c(cc1C(=O)N/N=C/c1ccc([N+](=O)[O-])cc1)c(=O)n(C)c(=O)n2C | 9 | 2 | -10 | 6
24 | CCOC(=O)c1cc(-c2ccccc2)nn1CC1CC(c2ccc(OC)cc2)=NO1 (stereo unspecified) | -10 | -5 | -6 | -5
25 | CC(C)OP(=O)(OC(C)C)C(NC(=O)c1cccc([N+](=O)[O-])c1)C(N)=O (stereo unspecified) | 10 | -4 | 2 | 3
26 | Cc1ccc(S(=O)(=O)N[C@@H](CO)C(=O)N[C@@H](Cc2ccc(O)cc2)C(=O)O)cc1 | 7 | -3 | -4 | 18
27 | Nc1ccc2nc(SCc3ccc([N+](=O)[O-])cc3)sc2c1 | 32 | 4 | -2 | -48
28 | COc1cccc(CNC(=O)c2ccc(NS(=O)(=O)c3ccc4[nH]c(=O)[nH]c4c3)cc2)c1 | 1 | -7 | -9 | 1
29 | CC(=O)O[C@H]1CC[C@@]2(C)[C@@H](CC[C@H]3[C@@H]4CC[C@H](C(C)O)[C@@]4(C)CC(=O)[C@@H]32)C1 (stereo partly specified) | 4 | -9 | -10 | 11
30 | O=C1CC(SC2=NCCS2)C(=O)N1c1cccc(Cl)c1Cl (stereo unspecified) | -3 | -1 | -13 | -7

item | Gli-Sufu antag | UBC13 inh | CCR6 antag | Jurkat NFkB inh
21 | 3 | 0 | 15 | -4
22 | 5 | 2 | 4 | -1
23 | -5 | -2 | -6 | 9
24 | 17 | -1 | 15 | -6
25 | 0 | -2 | -7 | -3
26 | 3 | 4 | 10 | -11
27 | -6 | 4 | 7 | -3
28 | -4 | -4 | 5 | 8
29 | 0 | 6 | -4 | -2
30 | 4 | -8 | -4 | -4

(cont.)
item | Compound | 697 NFkB inh | EBI2 antag | CXCR6 block | APJ antag
31 | Cc1ccc(NC(=O)C2CCN(C(=O)N3CCOc4ccccc43)CC2)cc1 | 6 | 1 | 4 | 5
32 | Cc1ccc(S(=O)(=O)N2CCN(C(=O)C3Cc4ccccc4CN3C(=O)c3ccco3)CC2)cc1 (stereo unspecified) | -3 | 3 | -2 | 4
33 | CC(=O)Nc1ccc(S(=O)(=O)N2CCN(CCCOc3ccccc3Cl)CC2)cc1 | 2 | -13 | -7 | 8
34 | CN1CCN(S(=O)(=O)c2cccc(C(=O)Nc3sc4c(c3-c3nc5ccccc5[nH]3)CCCC4)c2)CC1 | -28 | 19 | 0 | -8
35 | NC(=O)CCS(=O)(=O)CCN1CCCCC1 | -2 | -13 | 12 | 6
36 | O=C(NCC(O)c1ccc([N+](=O)[O-])cc1)c1cccc(S(=O)(=O)N2CCOCC2)c1 (stereo unspecified) | 16 | -2 | 6 | 8
37 | O=C(CN1C(=O)C2C3C=CC(C3)C2C1=O)N1CC(=O)N(CCc2ccccc2)C(=O)C1 (stereo unspecified) | -14 | 2 | 0 | -13
38 | CCN1C(=O)/C(=C/N2CCc3ccccc32)SC1=S | -109 | -1 | 1 | 6
39 | CCCn1c(C(O)c2ccc3c(c2)OCO3)nc2ccccc21 (stereo unspecified) | 10 | -8 | -3 | 25
40 | C/C(=N\Nc1nc(C)cc(-c2ccccc2)n1)c1cccc(N)c1 | -6 | -5 | 4 | 8

item | Gli-Sufu antag | UBC13 inh | CCR6 antag | Jurkat NFkB inh
31 | 0 | 4 | -2 | 9
32 | 1 | -1 | 12 | 14
33 | 4 | 11 | 9 | 20
34 | -1 | -5 | 1 | -9
35 | -1 | 3 | -2 | 1
36 | -4 | -5 | -10 | 6
37 | -5 | -11 | -5 | 0
38 | 11 | 3 | 3 | -115
39 | 2 | 8 | -3 | 5
40 | -14 | -5 | 11 | -29

Next section.
item | Compound | 697 NFkB inh | EBI2 antag | CXCR6 block | APJ antag
41 | CCCn1c(COc2ccccc2OC)nc2ccccc21 | -39 | -4 | -5 | -7
42 | CSc1cc(C)nc(N(C)C(C)=O)n1 | -26 | -4 | 3 | -13
43 | COC(=O)c1cccc(NC(=O)C23CC4CC(C2)CC(n2cncn2)(C4)C3)c1 | -1 | -7 | -7 | -7
44 | C=CCNc1nnc(Cl)c2ccccc12 | 12 | -2 | 8 | 32
45 | Cc1sc2nc(SCc3nnc(-c4cccs4)o3)n(C3CCCC3)c(=O)c2c1C | -11 | 0 | -1 | 9
46 | Cc1c(NC(=O)C2CCCCC2)cc(C(=O)N2CCOCC2)cc1[N+](=O)[O-] | 13 | -5 | 11 | -2
47 | CCC(CC)NC(=O)CON=C1c2ccccc2-c2ccccc21 | -1 | -6 | 9 | 8
48 | COc1cccc(N(C(C)=O)c2nc(C)cc(C)c2C#N)c1 | 21 | -3 | 11 | 14
49 | Cc1ccc(C)c(-n2nnnc2Sc2nc([N+](=O)[O-])nn2C)c1 | -36 | 3 | -6 | 7
50 | CCOc1ccc(/C=N/NC(=O)CSc2ccccn2)cc1O | 15 | 5 | -2 | 6

item | Gli-Sufu antag | UBC13 inh | CCR6 antag | Jurkat NFkB inh
41 | -1 | -5 | 12 | -21
42 | 3 | -10 | -2 | -8
43 | -2 | 5 | -1 | -17
44 | 2 | -4 | 7 | -5
45 | 7 | -15 | 13 | 3
46 | 9 | -6 | -2 | 12
47 | 9 | 8 | 6 | 16
48 | -1 | 6 | -2 | 3
49 | -5 | 6 | -7 | -34
50 | 5 | -2 | 10 | 1

Later entries
item | Compound | 697 NFkB inh | EBI2 antag | CXCR6 block | APJ antag
51 | CCc1c(O)nc(SCC(=O)N(CC)CC)[nH]c1=O | -4 | -1 | -6 | 9
52 | Oc1cncc(Cc2ccccc2)c1 | -2 | -9 | 0 | 20
53 | CC(=O)NC1(c2nnnn2CCOC(=O)Nc2ccc(Cl)cc2)CCCC1 | -1 | -14 | 3 | -8
54 | CC(C)OCCCNC(=O)NC(=O)c1ccc(Cl)cc1 | -11 | -10 | -10 | -19
55 | Cc1ccc(CC2CC(=O)N(c3ccc(C)cc3)C2=O)cc1 (stereo unspecified) | 21 | 6 | -3 | 16

item | Gli-Sufu antag | UBC13 inh | CCR6 antag | Jurkat NFkB inh
51 | 0 | -6 | -2 | 8
52 | 10 | 3 | 12 | -5
53 | 0 | 4 | -8 | -4
54 | -23 | 12 | -3 | 5
55 | -13 | 10 | 8 | -7

Arranged by formula weight (rising): some entries from above
item | Compound | 697 NFkB inh | EBI2 antag | CXCR6 block | APJ antag
52 | Oc1cncc(Cc2ccccc2)c1 | -2 | -9 | 0 | 20
5 | N#Cc1cc(NC2CCCC2)c([N+](=O)[O-])cc1C#N | -34 | -6 | -7 | -79
17 | Cc1ccc(OCn2c(=O)sc3ccccc32)cc1 | -31 | 17 | -2 | 25
38 | CCN1C(=O)/C(=C/N2CCc3ccccc32)SC1=S | -109 | -1 | 1 | 6
39 | CCCn1c(C(O)c2ccc3c(c2)OCO3)nc2ccccc21 (stereo unspecified) | 10 | -8 | -3 | 25
47 | CCC(CC)NC(=O)CON=C1c2ccccc2-c2ccccc21 | -1 | -6 | 9 | 8
16 | O=C(Nc1ccccc1Cl)C1CCCN1C(=O)OCc1ccccc1 (stereo unspecified) | 7 | -6 | 7 | 15
8 | Cc1cccc(-c2nnc(SCc3cc(=O)[nH]c4ccccc34)n2C)c1 | 23 | 2 | 2 | 7
1 | O=C(NC1CCN(Cc2ccccc2)CC1)c1c(Cl)cccc1Cl | -3 | 2 | -2 | -19
43 | COC(=O)c1cccc(NC(=O)C23CC4CC(C2)CC(n2cncn2)(C4)C3)c1 | -1 | -7 | -7 | -7
13 | Cc1cc(C(F)(F)F)n(-c2nc(C(=O)NNS(=O)(=O)c3ccccc3[N+](=O)[O-])cs2)n1 | 16 | -5 | 0 | -5

item | Gli-Sufu antag | UBC13 inh | CCR6 antag | Jurkat NFkB inh
52 | 10 | 3 | 12 | -5
5 | 4 | -45 | -8 | -3
17 | -31 | 12 | 22 | -44
38 | 11 | 3 | 3 | -115
39 | 2 | 8 | -3 | 5
47 | 9 | 8 | 6 | 16
16 | -2 | 6 | 29 | -6
8 | -14 | -5 | 2 | 17
1 | 7 | 0 | 1 | -10
43 | -2 | 5 | -1 | -17
13 | -1 | -6 | 0 | -4
